Screening results from PubChem BioAssay.
PTHR1 agonist = PTHR1 (human) receptor agonism. Q03431. Potency, µM (top dose mostly 115 µM), for inactives: at the highest dose activation, most hits filed as activators. HEK293 GP2 PTHR1 cells, GloSensor cAMP luminescence, 1 h. 410,000 compounds, 0.075% hits. AID 743266; note: potency is the fitted concentration of half-maximal effect; nearly all actives have a fitted effect of over 55% in size; some results filed as inactive show a strong effect at the top dose; inactives centre near -15; many of its hits are not listed in these tables
Target sequence (Q03431 whole entry, looked up): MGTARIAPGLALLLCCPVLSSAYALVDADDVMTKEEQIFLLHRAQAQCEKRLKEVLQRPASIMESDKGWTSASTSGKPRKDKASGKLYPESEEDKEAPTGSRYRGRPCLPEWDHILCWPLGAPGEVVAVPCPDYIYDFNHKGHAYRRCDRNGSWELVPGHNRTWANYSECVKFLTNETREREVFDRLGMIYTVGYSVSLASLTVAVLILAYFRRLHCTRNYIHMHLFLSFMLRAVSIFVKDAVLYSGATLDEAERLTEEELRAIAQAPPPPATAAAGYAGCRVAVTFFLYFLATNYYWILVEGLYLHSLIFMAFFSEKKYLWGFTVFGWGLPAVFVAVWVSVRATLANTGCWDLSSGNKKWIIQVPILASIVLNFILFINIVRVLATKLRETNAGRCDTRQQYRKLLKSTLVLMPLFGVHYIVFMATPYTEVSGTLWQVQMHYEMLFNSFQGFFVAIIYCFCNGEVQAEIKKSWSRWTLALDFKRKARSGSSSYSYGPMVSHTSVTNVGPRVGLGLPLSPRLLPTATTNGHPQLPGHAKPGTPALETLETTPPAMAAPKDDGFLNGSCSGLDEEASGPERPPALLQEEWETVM
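HEK-293-derived GP2 cells expressing PTHR1 and a GloSensor cAMP reporter, 3,000/well, plated overnight, given luciferin plus IBMX (each 0.5 mM as added) for 1 h at 37 °C, then compound for 1 h at 37 °C. Luminescence was read after 15 min at room temperature.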
FUS yeast rescue = rescues growth of FUS-expressing yeast | S. cerevisiae FUS-expressing, growth rescue, OD600, 24 h | Potency, µM (series often up to 76.6 µM), for inactives: top-dose growth rescue (activation), actives largely listed as activators | 390,000 compounds, 0.24% hits | AID 1347120;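 note: potency is the fitted concentration of half-maximal effect; plate controls were DMSO vehicle for no effect and reference control for full effect; nearly all actives have a fitted effect of over 55% in size; some results filed as inactive show a strong effect at the top dose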
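Galactose (2%) drives FUS expression in yeast precultured in raffinose; seeding density OD 0.005. Test compounds incubated 24hr at 30C and 99% humidity before absorbance at 600 nm was measured.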
Abeta rescue = compounds reversing amyloid beta toxicity in yeast; Potency, µM (doses to about 46.1 µM), without a hit: at the top dose growth rescue, usual class: activators; yeast expressing A-beta42, growth rescue, OD600, 48 h; response scale: 0% DMSO, 100% iron-clioquinol control; AID 1347071; 410,000 compounds, 0.063% hits; note: potency is the fitted concentration of half-maximal effect; nearly all actives have a fitted effect of over 55% in size
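Growth rescue measured by 600 nm absorbance after 48 h yeast culture at 30 C with compound. Values normalized between DMSO and an equimolar ferric chloride plus clioquinol control.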
aSyn yeast inh = rescues yeast growth from alpha-synuclein toxicity. Yeast expressing alpha-synuclein, growth rescue, BacTiter-Glo, 24 h. 370,000 compounds, 0.14% hits. Potency, µM (highest dose often 46.1 µM), without a hit: top-dose growth rescue (activation), actives largely listed as activators. AID 652106; note: potency is the fitted concentration of half-maximal effect; % of control where 0% means no effect; nearly all actives have a fitted effect of over 65% in size
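Readout is rescue of growth in alpha-synuclein-expressing yeast, so inhibitors of toxicity appear as activators. Growth after 24 hr at 30 deg C in galactose medium is quantified by luminescence.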
GLP1R inv ag = inverse agonists of human GLP-1 receptor; P43220; HEK293 GLP-1R CRE-luciferase, luminescence, 24 h; GLP-1R form is constitutively active; Potency, µM (series often up to 38.3 µM), for the others: at the highest dose activity change, negative = inhibition, actives largely listed as inhibitors; 410,000 compounds, 1.6% hits; AID 624417; note: potency is the fitted concentration of half-maximal effect; % is set by controls: 0 for no effect and ±100 for the full control effect; nearly all actives have a fitted effect of over 55% in size
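Inverse agonists were sought by their lowering of basal cAMP reporter luciferase output in HEK293 cells stably carrying constitutively active human GLP-1R, after 24 h compound treatment.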
DRD3 antagonist = blocks the human D3 dopamine receptor; 360,000 compounds, 2.5% hits; D3R cells, DiscoveRx beta-arrestin luminescence, antagonist mode; hits give low values; max response, negative = inhibition, %; P35462; in the data active = max response below about -50%; inconclusive = no clear call, values can overlap the other calls; note: % is set by controls: 0 for no effect and ±100 for the full control effect; mostly tested at two doses, the higher about 12 µM
Target sequence (P35462 whole entry, looked up): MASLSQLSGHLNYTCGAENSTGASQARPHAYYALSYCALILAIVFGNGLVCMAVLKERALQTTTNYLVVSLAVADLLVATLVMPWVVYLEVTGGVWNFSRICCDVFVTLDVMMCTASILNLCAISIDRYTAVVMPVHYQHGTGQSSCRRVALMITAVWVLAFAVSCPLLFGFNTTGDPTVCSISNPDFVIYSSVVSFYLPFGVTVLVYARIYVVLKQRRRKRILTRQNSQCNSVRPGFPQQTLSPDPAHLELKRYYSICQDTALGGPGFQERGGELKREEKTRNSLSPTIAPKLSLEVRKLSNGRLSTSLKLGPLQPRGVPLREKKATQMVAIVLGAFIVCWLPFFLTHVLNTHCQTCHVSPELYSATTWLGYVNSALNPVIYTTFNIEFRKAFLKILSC
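Cells expressing the human receptor were seeded at 1500 cells/well, incubated overnight at 37 degrees C in 5% CO2, then exposed to library compounds with dopamine controls for 90 minutes at 37 degrees C before luminescent detection.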
GLP1R ag = activates the human GLP-1 receptor. Potency, µM (series often up to 45.6 µM), for the others: at the top dose activation, most hits filed as activators. 380,000 compounds, 0.007% hits. P43220. AID 624172. HEK293 GLP-1R CRE-luciferase, luminescence, 4-6 h; cells express a hypersensitive GLP-1R form; note: potency is the fitted concentration of half-maximal effect; % of control where 0% means no effect
pAkt inh = Akt phosphorylation inhibition. Neuro2A IGF-stimulated pAkt S473 HTRF, 20 min; hits give low values. 360,000 compounds, 0.32% hits. activity change, % for hits at 50 µM; in the data active = activity change below about -80%; inconclusive = mostly about -51% to -80%; note: % is set by controls: 0 for no effect and ±100 for the full control effect
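Single-point screen (50 µM final compound) in Neuro2A cells stimulated 20 min with 6 nM IGF at 37 deg C. After lysis, Ser473-phosphorylated Akt read by HTRF (ex 330 nm, em 615/665 nm) as the 665/615 ratio.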
TDP-43 yeast inh = TDP-43 toxicity inhibition in yeast; 410,000 compounds, 1.8% hits; Potency, µM (top dose mostly 46.1 µM), inactives show top-dose growth rescue (activation), actives largely listed as activators; TDP-43 expressing yeast growth rescue, BacTiter-Glo, 24 h; AID 652104; note: potency is the fitted concentration of half-maximal effect; % of control where 0% means no effect; nearly all actives have a fitted effect of over 50% in size
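Galactose-induced TDP-43 yeast, OD600=0.02, compound pinned; 24 hr, 30 deg C; BacTiter-Glo luminescence for growth. Inhibitors of TDP-43 toxicity read as activators.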
An asterisk follows results filed as active; i = inactive; ? = inconclusive; . = no result given; & = joins results of further samples; [ ] = dose if it differs, or a comment. Unless noted, calls come from the whole dose curve; as a rule, active = well fitted curve in the direction sought with a large enough effect; inconclusive = small, poorly fitted or top-dose-only effect, or another doubt; inactive = no such curve, though single readings can be large; an effect the other way counts as inactive or inconclusive. Not all compounds are listed; count on the stated rates, not on these rows.

Values in the order – PTHR1 agonist	FUS yeast rescue	Abeta rescue	aSyn yeast inh	GLP1R inv ag	DRD3 antagonist	GLP1R ag	pAkt inh	TDP-43 yeast inh
O=C(CCN1CC2CCC(CC2)C1)c1cccs1
→ -17%	.	-4%	7%	12%	2	1%	i	0%
CCn1cc2nc(SCc3ccccc3Cl)n(CCc3ccccc3)c(=O)c2n1
→ -96%[inhibitor]	-1%	-28%	.	9%	.	.	.	-12%
O=S(=O)(NCC(c1cccnc1)N1CCN(c2ccc(F)cc2)CC1)c1ccccc1 (centres undefined)
→ -17%	14%	-29%	?	1%	20	0%	i	-20%
COCCN(C(=O)COC(=O)Cc1ccccc1)c1c(N)n(Cc2ccccc2)c(=O)[nH]c1=O
→ i	-15%	8%	2%	12%	22	0%	i	18%
Cc1ccccc1-c1nn2c(=O)cc(CN3CCN(C(=O)COc4ccccc4Cl)CC3)nc2s1
→ -79%[inhibitor]	43%	-8%	.	-19%	.	.	.	?
CCOc1ccc(Br)c(C2(O)CC(C)N(C)CC2C)c1 (centres undefined)
→ i	-12%	15%	3%	?	0	-4%	i	6%
CCc1ccc(CNC(=O)C2CCN(C(=O)c3ccc(-n4c(C)cc5ccccc54)s3)CC2)cc1
→ -20%	32%	5%	.	?	.	.	.	19%
CN1c2ccc([N+](=O)[O-])cc2CC2(C(=O)NC(=O)N(c3ccccc3)C2=O)C1c1ccccc1 (centres undefined)
→ -10%	-20%	-3%	4%	?	-13	-17%	i	11%
Cc1ccc(-c2cc(-c3ccccc3)cc(-c3ccccc3)[n+]2-c2ccc(C(=O)O)cc2)cc1
→ 7%	-10%	5%	-1%	1%	5	-2%	i	12%
Cc1cc(NC(=O)CCC(=O)N2CCC3(CC2)OCCO3)no1
→ -15%[57.5 µM]	37%	9%	1%	-2%	8	3%	i	-5%
Nc1ncnc2c1ncn2[C@@H]1O[C@H](COP(=O)(O)CP(=O)(O)O)[C@@H](O)[C@H]1O
→ i	-44%	-10%	0%	7%	-10	-2%	i	11%
CCCSc1nc(O)c(CC)c(=O)n1C(C)CC (centres undefined)
→ i	39%	-29%	-7%	-8%	9	4%	i	?
COC(=O)C1=C(c2ccccc2OCc2ccccc2)C[C@@H]2CC[C@H]1N2C(=O)NCc1ccc(C(C)(C)C)cc1
→ i	37%	5%	0%	15%	-15	-2%	i	23%
O=P1(Nc2ccc(F)cc2)COc2ccccc2OC1
→ i	11%	10%	-1%	-7%	-21	-1%	i	-19%
C[C@]12CC[C@H](OS(=O)(=O)O)CC1=CC[C@@H]1[C@@H]2CC[C@]2(C)C(=O)CC[C@@H]12
→ -21%&-7%&-12%	-37%&-22%&-17%	-18%&-21%&-7%	8%&0%&3%	21%&41%&42%	11&0&29	21%&6%&9%	i	?
CCn1c(O)c(C=NCCc2c[nH]c3ccccc23)c(=O)[nH]c1=O
→ -8%[57.5 µM]	23%	14%	1%	47%[activator]	16	-7%	i	-16%
COc1ccccc1N1C(=O)NC(=O)/C(=C/c2ccc3c4c(cccc24)CC3)C1=O
→ -9%	29%	-4%	9%	5%	7	5%	i	-38%[inhibitor]
CCCCCCn1c(O)c(C=NCCCn2ccnc2)c(=O)[nH]c1=O
→ i	-3%	-3%	-1%	-13%	4	-7%	i	0%
Cc1ccc(N2C(=O)CC(=O)NC2=O)cc1
→ -2%	4%	16%	8%	1%	11	-9%	i	-19%
C1CCC(NC2CCCCC2)CC1
→ -12%	-33%	-21%	5%	4%	28	2%&17%	i	25%
CC(C)c1ccc(-n2c(O)c(C=NCCN3CCNCC3)c(=O)[nH]c2=S)cc1
→ 16%	-11%	-8%	6%	12%	-3	-5%	i	2%
Cc1ccc(NP(=O)(c2ccccc2)c2nc3ccccc3s2)cc1 (centres undefined)
→ i	-6%	-12%	0%	?	?	-1%	i	13%
CCN(CC)C(=O)c1ccc(NC(=O)c2ccc(-c3nn(C)c(=O)c4ccccc34)cc2)cc1
→ -30%&-19%	-7%&3%	2%&-25%	0%	25%&-4%	5	3%&0%	i	-10%&0%
CCOC(=O)c1ccc(N2C(=O)c3n[nH]c(-c4cccs4)c3C2c2ccc(C(C)(C)C)cc2)cc1 (centres undefined)
→ -56%[inhibitor]	-31%	-1%	.	9%	.	-1%	.	-3%
CN1CC[C@@]23CCCC[C@@H]2[C@@H]1Cc1ccc(O)cc13
→ -6%	-12%	-10%	-4%	-20%	-13	-1%&-7%	i	12%
O=C(NCCN1CCC(n2c(=O)[nH]c3ccccc32)CC1)c1ccc2ccccc2c1
→ -24%	2%	-4%	6%	?	-55*	1%	i	5%
CCCNC(=O)N1[C@H]2CC[C@@H]1C(C(=O)OC)=C(c1ccc(F)cc1OCc1ccccc1)C2
→ -16%	26%	-10%	11%	?	-1	-5%	i	?
COc1cc(CN2CCCC(C(=O)c3sccc3C)C2)cc(OC)c1O (centres undefined)
→ i	-7%	12%	?	9%	-27	-4%	i	-5%
COc1ccc(C2N(c3cc(C)on3)C(=O)C3CCCN32)cc1 (centres undefined)
→ i	8%	-9%	-8%	26%	-20	0%	i	-22%[0.397 µM]
Cc1c(NP(=S)(C(C)(C)C)C(C)(C)C)c(=O)n(-c2ccccc2)n1C
→ i	-26%	-1%	4%	5%	0	8%	i	-9%

Given as comma-separated lines: entries from further up
mol,PTHR1 agonist,FUS yeast rescue,Abeta rescue,aSyn yeast inh,GLP1R inv ag,DRD3 antagonist,GLP1R ag,pAkt inh,TDP-43 yeast inh
O=C(CCN1CC2CCC(CC2)C1)c1cccs1,-17%,.,-4%,7%,12%,2,1%,i,0%
CCn1cc2nc(SCc3ccccc3Cl)n(CCc3ccccc3)c(=O)c2n1,-96%[inhibitor],-1%,-28%,.,9%,.,.,.,-12%
O=S(=O)(NCC(c1cccnc1)N1CCN(c2ccc(F)cc2)CC1)c1ccccc1 (centres undefined),-17%,14%,-29%,?,1%,20,0%,i,-20%
COCCN(C(=O)COC(=O)Cc1ccccc1)c1c(N)n(Cc2ccccc2)c(=O)[nH]c1=O,i,-15%,8%,2%,12%,22,0%,i,18%
Cc1ccccc1-c1nn2c(=O)cc(CN3CCN(C(=O)COc4ccccc4Cl)CC3)nc2s1,-79%[inhibitor],43%,-8%,.,-19%,.,.,.,?
CCOc1ccc(Br)c(C2(O)CC(C)N(C)CC2C)c1 (centres undefined),i,-12%,15%,3%,?,0,-4%,i,6%
CCc1ccc(CNC(=O)C2CCN(C(=O)c3ccc(-n4c(C)cc5ccccc54)s3)CC2)cc1,-20%,32%,5%,.,?,.,.,.,19%
CN1c2ccc([N+](=O)[O-])cc2CC2(C(=O)NC(=O)N(c3ccccc3)C2=O)C1c1ccccc1 (centres undefined),-10%,-20%,-3%,4%,?,-13,-17%,i,11%
Cc1ccc(-c2cc(-c3ccccc3)cc(-c3ccccc3)[n+]2-c2ccc(C(=O)O)cc2)cc1,7%,-10%,5%,-1%,1%,5,-2%,i,12%
Cc1cc(NC(=O)CCC(=O)N2CCC3(CC2)OCCO3)no1,-15%[57.5 µM],37%,9%,1%,-2%,8,3%,i,-5%

(continued)
Values in the order – PTHR1 agonist	FUS yeast rescue	Abeta rescue	aSyn yeast inh	GLP1R inv ag	DRD3 antagonist	GLP1R ag	pAkt inh	TDP-43 yeast inh
CC/C(=N\N1CCCCCC1)c1c(O)n(-c2ccccc2C)c(=O)[nH]c1=O
→ -21%	-6%	-12%	-16%	?	11	10%	i	16%
COc1ccc(OC)c(N2C(=O)NC(=O)C3(Cc4cc(C)ccc4N(C)C3)C2=O)c1 (centres undefined)
→ i	45%	1%	-1%	-4%	-9	0%	i	0%
CC(=O)Nc1ccccc1C(=O)OCc1ccc(C(=O)c2ccccc2)cc1
→ ?	35%	1%	1%	?	48	21%	i	1%
Cn1cc(C(=O)OCC(=O)Nc2ccccc2)c2ccccc21
→ -7%	.	-35%[inhibitor]	-31%[inhibitor]	-18%	-27	25%	i	?
CCCCCN1C(=O)c2cc(OC)ccc2[C@@]2(C(=O)OCC)Cc3cc(OC)ccc3[C@@H]12
→ -52%[inhibitor]	42%	-66%[inhibitor]	?	7.1µM*	-2	-13%	i	-84%[inhibitor]
CN1C(=O)C(=Cc2cc([N+](=O)[O-])ccc2N2CCCCC2)C(=O)N(C)C1=O
→ -23%	-11%	14%	4%	-10%[7.66 µM]	-3	2%	i	13%[9.22 µM]
NCCc1ccc(S(N)(=O)=O)cc1
→ -15%	-37%	4%	-2%	-10%	-2	-3%	i	19%
Oc1c(Br)cc(-c2ccccc2)cc1Br
→ i	-12%	-39%[inhibitor]	-47%[inhibitor]	-28%	13	7%	i	?
CC(C(=O)Nc1ccc(Cl)cc1Cl)N1CC=C(c2ccccc2)CC1 (centres undefined)
→ -19%	-10%	4%	-8%	?	-29	1%	i	10%
CC1C2Cc3ccc(O)cc3[C@]1(C)CCN2CCc1ccccc1 (some centres undefined)
→ -18%	-23%	0%	-5%	-6%	-93*	12%	i	17%
CC1N(C)c2cc(NC(=O)c3ccco3)c(P(=O)(Nc3ccc([N+](=O)[O-])cc3)N3CCOCC3)cc2C1(C)C (centres undefined)
→ -16%	?	6%	11%	?	-8	8%	i	12%
O=P(Nc1ccccc1)(Nc1ccccc1)Oc1ccc(Cl)cc1
→ -7%[57.5 µM]	23%	10%	3%	-12%	7	-8%	i	-8%
